HSP90 refold inh: inhibitors of HSP90 luciferase refolding in rabbit reticulocyte lysate. luciferase refolding luminescence, 3 h. inhibition, % at 5.6 µM. 290,000 compounds, 0.91% hits. AID 1789;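 active = inhibition above the screen-wide mean plus 3 SD, computed separately per campaign, cut at about 16% in these data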;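 note: 0% = DMSO wells and 100% = 60 µM geldanamycin wells; inhibitors lower the luminescence because luciferase stays unfolded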
aSyn 5UTR inh: MLPCN primary screen, SNCA 5' untranslated region | alpha-synuclein 5'UTR reporter, inhibitor activity | inhibition, % (tested at 7.5 µM) | 300,000 compounds, 0.82% hits; in the data active = inhibition above about 60%;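 note: H4 neuroglioblastoma cells stably carrying SNCA 5'UTR luciferase fusion; 0% = DMSO wells and 100% = positive control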
GSK3beta inhib: inhibitors of human GSK3beta kinase | GST-GSK3beta kinase, ADP-Glo luminescence, 60 min; stronger effect = lower value | P49841 | 300,000 compounds, 0.038% hits | AID 2097 | activity score (negative = inhibition), % at 10 µM;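 active = more than half of replicate wells score below -50%, meaning over 50% inhibition versus plate controls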;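 note: 0% = median DMSO wells and -100% = median GW8510 positive control wells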
Target sequence (P49841 whole entry, looked up): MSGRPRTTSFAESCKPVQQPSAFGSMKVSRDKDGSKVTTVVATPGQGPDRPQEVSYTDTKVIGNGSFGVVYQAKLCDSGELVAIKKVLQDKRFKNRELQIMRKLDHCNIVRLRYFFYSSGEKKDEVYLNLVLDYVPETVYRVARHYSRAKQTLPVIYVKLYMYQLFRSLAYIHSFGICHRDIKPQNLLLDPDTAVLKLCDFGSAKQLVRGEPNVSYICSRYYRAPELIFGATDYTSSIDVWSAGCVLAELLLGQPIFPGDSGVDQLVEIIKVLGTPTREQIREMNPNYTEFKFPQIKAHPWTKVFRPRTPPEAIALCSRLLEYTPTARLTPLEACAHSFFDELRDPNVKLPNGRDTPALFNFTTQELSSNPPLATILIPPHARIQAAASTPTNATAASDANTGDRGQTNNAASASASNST
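Test system: GST-fused GSK3beta enzyme, cell-free | Quantity: 1.6 ng GST-GSK3beta enzyme per well | Reagent: 25 µM ATP with peptide substrate | Schedule: 60 min enzyme reaction, room temperature | Signal: Luminescent ADP-Glo measurement of ADP formed | Read-out basis: Score relative to plate controls | Control set: DMSO and 20 µM GW8510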
AI-2 QS modul: modulates the Vibrio harveyi AI-2 quorum sensing system; Vibrio harveyi JMH597 AI-2 luminescence/OD600 ratio, 9 h; stronger effect = lower value; strain lacks LuxN and CqsS sensors; 0 = neutral-control median; activity change, % at 7.5 µM; 300,000 compounds, 0.4% hits; AID 2094; in the data active = activity change below about -75%, passing the limit was not always enough;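 note: luminescence divided by OD600 gain over 9 h not by final OD600 alone; inactives centre near 13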
HSF1 inhib: HSF1 inhibition | NIH3T3-HGL HSE-luciferase, MG132-induced, luminescence 8 h; stronger effect = lower value | 300,000 compounds, 0.77% hits | AID 2098 | activity change, negative = inhibition, % at 7.5 µM (by protocol);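 active = more than half of replicate wells show activity change below -50%, luminescence cut by over half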;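 note: luciferase reports HSF-1 transcriptional activity via heat shock element; 0% = median of DMSO wells and -100% = zero luminescence signal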
PolyA inhibitor: blocks polyadenylation in yeast reporter cells; S. cerevisiae SKY197-pL101 polyadenylation reporter, beta-gal luminescence; efflux-impaired pdr1/pdr3 knockout yeast; score 100 = 6 SD above DMSO; 300,000 compounds, 0.02% hits; calls only at 12 µM;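 active = lowest replicate activity score at least 50, where 100 means six control SD above control mean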;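 note: yeast exposed to compound for 9 h at 30 °C; higher score means more reporter readthrough which indicates perturbed polyadenylation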
HSF-1 act: increases HSF-1 driven luciferase reporter signal. AID 504408. activation, % at 9 µM. NIH3T3-HGL HSF-1 luciferase reporter, MG132, 8 h; 100% = twice DMSO control signal. 300,000 compounds, 1.7% hits;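 active = mean replicate activation of at least 50% with a set share of replicates each reaching 50%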;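 note: 0% = median of the neutral control wells and 100% = twice that signal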
GSK3 alpha inh: blocks human GSK-3 alpha kinase; P49840; ADP-Glo luminescence, 60 min; inhibition, % at 10 µM; 320,000 compounds, 0.1% hits; AID 2650;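 in the data active = inhibition above about 50%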;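 note: GST-tagged GSK-3 alpha with peptide substrate and 25 µM ATP; 0% = DMSO neutral wells and 100% = GW8510 positive control wells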
Target sequence (P49840 whole entry, looked up): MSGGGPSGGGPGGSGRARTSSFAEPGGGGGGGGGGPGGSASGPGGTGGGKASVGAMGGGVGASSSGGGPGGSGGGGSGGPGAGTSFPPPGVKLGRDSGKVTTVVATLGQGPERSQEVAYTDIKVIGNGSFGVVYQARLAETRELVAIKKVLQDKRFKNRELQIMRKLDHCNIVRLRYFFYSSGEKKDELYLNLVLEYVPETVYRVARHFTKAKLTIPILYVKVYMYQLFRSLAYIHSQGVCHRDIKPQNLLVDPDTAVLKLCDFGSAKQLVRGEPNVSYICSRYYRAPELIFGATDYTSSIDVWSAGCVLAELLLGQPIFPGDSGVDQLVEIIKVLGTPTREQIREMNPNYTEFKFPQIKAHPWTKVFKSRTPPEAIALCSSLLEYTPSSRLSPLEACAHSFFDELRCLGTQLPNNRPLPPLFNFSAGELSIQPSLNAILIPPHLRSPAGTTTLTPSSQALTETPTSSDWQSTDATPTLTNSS
KLF5 inhibitor: suppresses KLF5 promoter-driven expression; inhibition, % at 5 µM; DLD-1 KLF5 promoter-luciferase reporter, luminescence; AID 1700; 290,000 compounds, 0.23% hits;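 active = inhibition above a per-plate limit of that plate's mean compound inhibition plus 3 SD, cut at about 60% in these data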;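 note: 0% = DMSO wells and 100% = LY294002 at 200 µM; higher means less KLF5 promoter-driven luciferase light; inactives centre near -14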
IEC-6 cytotox: IEC-6 cytotoxicity, counter-screen for KLF5 inhibitors; luminescence viability; AID 1825; inhibition, % at 5 µM; 290,000 compounds, 0.78% hits; in the data active = inhibition above about 22%;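 note: 0% = plate median of test compound wells and 100% = cytotoxic reference compound wells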
* = called active by the depositor; i = inactive; . = not tested or not shown. An excerpt; the hit share may differ from the screen's.

SMILES	HSP90 refold inh	aSyn 5UTR inh	GSK3beta inhib	AI-2 QS modul	HSF1 inhib	PolyA inhibitor	HSF-1 act	GSK3 alpha inh	KLF5 inhibitor	IEC-6 cytotox
CNC(=S)N1N=C(c2ccc(C)cc2)CC1c1ccc(OC)cc1 (stereo unspecified)	2	3	4	13	7	i	0	11	-18	-4
O=C(N/N=C/c1ccc[nH]1)c1c[nH]c2ccccc12	1	-56	-4	-2	-8	i	-6	.	-19	-4
CC(OC(=O)c1cc2sccc2n1C)C(=O)NCc1ccc2c(c1)OCO2 (stereo unspecified)	2	9	6	20	-3	i	-12	-2	-3	3
COc1cccc(OC)c1C(=O)O/N=C(\N)c1ccncc1	-1	5	3	24	-3	i	-14	1	-35	-3
O=C1CCCN1Cc1ncnn1-c1ccccc1	4	-10	4	13	-5	i	-12	-2	4	7
COc1ccccc1-n1c(-c2cn(C)nc2C)n[nH]c1=S	-2	-46	1	17	-4	i	-19	1	5	8
COc1cc(C(=O)c2ccccc2Cl)c([N+](=O)[O-])cc1OC	-3	0	-7	-9	-10	i	-14	.	-2	4
COc1ccc(C)cc1S(=O)(=O)Nc1cccc(-c2ccc(N3CCCCCC3)nn2)c1	5	6	-1	28	-6	i	-7	-3	-29	-8
COc1ccc(C2Nc3ccc(Br)cc3C(c3ccccc3)N2CC(=O)O)cc1 (stereo unspecified)	-8	-42	5	27	6	i	11	0	-4	6
Cc1cc(OCC(=O)Nc2nnc(C3CC3)s2)ccc1[N+](=O)[O-]	-1	.	-1	13	.	.	.	-3	0	1
Cc1ccc(NC(=O)CSc2n[nH]c(C)c2[N+](=O)[O-])cc1C	-3	-13	0	-5	3	i	5	6	0	-4
COc1cccc(N2CCN(C(=O)c3[nH]c(C)c(C(C)=O)c3C)CC2)c1	1	-2	-1	-14	-11	i	1	4	41	16
COc1ccc(OC)c(/C=N/NC(=O)c2ccc(Cn3cc([N+](=O)[O-])cn3)o2)c1	-1	9	-2	8	16	i	21	2	-30	-9
CCN(CC(=O)Nc1ccc2c(c1)OCCO2)C(=O)COc1ccc(C)cc1	4	23	3	19	-7	i	5	-1	-23	4
Cc1cc(C)c2cc(C(c3nnnn3C3CCCC3)N3CCOCC3)c(=O)[nH]c2c1 (stereo unspecified)	0	24	-2	24	5	i	9	1	-3	-1
O=C(O)c1ccc(-n2cccc2/C=C2/NC(=O)N(c3ccccc3)C2=O)cc1	7	0	2	33	0	i	-6	-3	10	-10
CCOC(=O)c1oc2ccccc2c1NC(=O)COC	0	-13	1	22	-8	i	11	-1	-33	0
COC(=O)CN1C(=O)[C@H]2[C@@H](/C=C/c3ccccc3)N3C(=O)CN(CCO)C(=O)[C@@]3(Cc3ccccc3)[C@H]2C1=O	-2	12	3	14	-9	i	-6	2	-23	-11
COc1cc(C2C(C#N)=C(N)N(c3cccnc3)C3=C2C(=O)CCC3)ccc1O (stereo unspecified)	3	2	2	15	-4	i	-8	-1	-18	-1
CCN(CC)c1ccc(C=O)c(OC)c1	-2	1	2	26	-7	.	-2	0	4	-1
CCOC(=O)Cn1c(=NC(=O)c2sc3ccccc3c2Cl)sc2cc(S(N)(=O)=O)ccc21	-1	3	2	14	.	i	.	1	2	1
O=C1CC(c2ccc(Cl)cc2)CC(O)=C1C=NCc1ccc(Cl)c(Cl)c1 (stereo unspecified)	0	0	1	16	-3	i	4	-1	-44	-3
CCOC(=O)c1c(C)c(C(=O)NCCN2CCOCC2)c(C)n1CC	2	-26	-1	16	2	i	9	-3	-15	0
CCn1cc(Br)c(C(=O)N2CCN(c3ccccc3)CC2)n1	-3	8	0	29	-22	i	-35	1	18	6
CCc1ccc(N=C2NC(=O)/C(=C/c3cc(OC)c(OC)c(OC)c3)S2)cc1	6	17	.	.	-2	i	34	-5	-6	8
O=C(Nc1ccccc1Cl)c1cc[n+]([O-])cc1	-2	-3	1	12	4	i	24	-2	-5	3
Cc1cc(CN(C)C(=O)CC2C(=O)NCCN2CC(c2ccccc2)c2ccccc2)on1 (stereo unspecified)	2	-5	-2	14	0	i	4	-1	-20	-3
C=CCOc1ccc(/C=C/C(=O)Nc2ccc(C(=O)NC)cc2)cc1	-1	-1	1	16	-5	i	-8	1	13	-3
Cn1cc(CN2CCCCC2c2ccccn2)c(-c2ccc3c(c2)OCCO3)n1 (stereo unspecified)	3	-16	-1	20	2	i	18	-4	-8	3
CCOC(=O)C1CCN(c2c(NCc3ccc(C(=O)Nc4ccc(C)cc4)cc3)c(=O)c2=O)CC1	3	18	-3	-1	-69*	i	-78	0	-7	7
Cc1cc(/C=N/NC(=O)c2cc3ccccc3o2)c(C)n1C	0	-38	-1	32	-9	i	-9	.	-27	-8
O=C(Nc1ccccc1)/C(=C/c1ccc([N+](=O)[O-])cc1)NC(=O)c1ccco1	3	10	-1	5	-1	i	19	2	-25	0
O=C1C=C(Nc2cccc(O)c2)CC(c2ccco2)C1 (stereo unspecified)	-1	24	-1	23	0	i	9	1	-21	-10
CCOCc1nnc(NC(=O)CSc2ccccc2)s1	-2	-13	-2	13	-1	i	6	0	-3	2
Cc1cccc(NC(=O)Cn2c(/C=C/c3ccccc3)nc3ccccc32)c1	1	-123	4	20	42	i	55*	-4	-23	5
CN1CCOC(=O)/C1=N/Nc1cc(Cl)ccc1Cl	0	-43	3	3	2	i	-10	0	17	4
CCC(C)n1cnc2c(c1=O)c1nc3ccccc3nc1n2Cc1ccc2c(c1)OCO2 (stereo unspecified)	-4	42	-1	9	.	i	.	.	-11	-4
Cc1ccccc1C(=O)NNC(=O)CSc1nnc(-c2ccncc2)n1-c1ccccc1	-1	-11	-1	5	-10	i	-9	2	3	0
CC(Cc1ccccc1)N/C=C1\CC(=O)NC1=O (stereo unspecified)	-5	-2	3	20	1	i	-6	3	6	1
O=C1CCCN1CCCNS(=O)(=O)c1ccc(F)c(F)c1	1	3	0	7	-4	i	16	-2	-2	7

In another format: 2 of the compounds above
Below each SMILES – HSP90 refold inh | aSyn 5UTR inh | GSK3beta inhib | AI-2 QS modul | HSF1 inhib | PolyA inhibitor | HSF-1 act | GSK3 alpha inh | KLF5 inhibitor | IEC-6 cytotox
- CCC(C)n1cnc2c(c1=O)c1nc3ccccc3nc1n2Cc1ccc2c(c1)OCO2 (stereo unspecified)
    -4 | 42 | -1 | 9 | . | i | . | . | -11 | -4
- Cc1ccccc1C(=O)NNC(=O)CSc1nnc(-c2ccncc2)n1-c1ccccc1
    -1 | -11 | -1 | 5 | -10 | i | -9 | 2 | 3 | 0

Continuation.
SMILES	HSP90 refold inh	aSyn 5UTR inh	GSK3beta inhib	AI-2 QS modul	HSF1 inhib	PolyA inhibitor	HSF-1 act	GSK3 alpha inh	KLF5 inhibitor	IEC-6 cytotox
CCCCNc1nc(N)ncc1[N+](=O)[O-]	1	38	1	4	-4	i	1	6	-24	-3
O=C1C(=Cc2cccn2-c2ccccc2)C(=O)c2ccccc21	3	-47	1	38	9	i	-14	-2	5	1
O=S(=O)(c1ccc2oc(=S)[nH]c2c1)N1CCCCC1	0	1	-2	9	-12	i	-8	-4	-1	-8
Cc1cc(C(=O)Nc2ccc(F)cc2F)on1	-2	-9	-2	24	-4	i	-9	1	-16	0
O=C(/C=C/c1cccc([N+](=O)[O-])c1)NC1CC2CCC1C2 (stereo unspecified)	-6	10	0	36	7	i	13	-2	-18	-1
CCCCc1ccc(-c2ccc(C)cc2O)nc1	-1	84*	4	13	20	i	6	-1	-76	-1
CC(C)(C)c1nnc(NC(=O)C2CC(=O)N(CCc3ccc(F)cc3)C2)s1 (stereo unspecified)	-5	6	2	11	-1	i	-13	-1	0	-1
COc1ccc(N2CCN(C(C)C(=O)N3CC(C)OC(C)C3)CC2)cc1 (stereo unspecified)	-4	.	0	33	.	.	.	-11	-6	-6
CC(C)C(=O)Nc1ccc(NC(=O)c2cccnc2)cn1	6	-17	2	12	-1	i	3	-2	-5	3
COc1cccc(C2NC(=O)NC(C)=C2C(=O)OCCSC)c1OC (stereo unspecified)	1	9	-4	46	-9	i	21	1	-10	0
COC(=O)[C@H](CC(C)C)NC(=O)Nc1ccc(F)cc1	-1	-1	-9	18	-5	i	15	-3	-22	-5

Sorted by molecular weight (ascending): part of the list above.
SMILES	HSP90 refold inh	aSyn 5UTR inh	GSK3beta inhib	AI-2 QS modul	HSF1 inhib	PolyA inhibitor	HSF-1 act	GSK3 alpha inh	KLF5 inhibitor	IEC-6 cytotox
COC(=O)[C@H](CC(C)C)NC(=O)Nc1ccc(F)cc1	-1	-1	-9	18	-5	i	15	-3	-22	-5
CC(C)C(=O)Nc1ccc(NC(=O)c2cccnc2)cn1	6	-17	2	12	-1	i	3	-2	-5	3
O=C(/C=C/c1cccc([N+](=O)[O-])c1)NC1CC2CCC1C2 (stereo unspecified)	-6	10	0	36	7	i	13	-2	-18	-1
COc1ccc(N2CCN(C(C)C(=O)N3CC(C)OC(C)C3)CC2)cc1 (stereo unspecified)	-4	.	0	33	.	.	.	-11	-6	-6
COc1cccc(C2NC(=O)NC(C)=C2C(=O)OCCSC)c1OC (stereo unspecified)	1	9	-4	46	-9	i	21	1	-10	0

High-throughput results deposited in PubChem BioAssay by several laboratories.
